Source: PubChem
RAD54 branch: RAD54 (human) branch migration inhibition. RAD54 Holliday junction branch migration, FAM/BHQ fluorescence. inhibition, % at 10.4 µM. Q92698. 0.14% of 360,000 active;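 active means mean normalized replicate activity at least 40 and at least half of replicates scoring 40 or more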;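 further: 0% = median of neutral control wells and 100% = median of positive control wells; inhibitors cause a drop in the FAM fluorescence signal; in these data hits start at about 50%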
Target sequence (Q92698 whole entry, looked up): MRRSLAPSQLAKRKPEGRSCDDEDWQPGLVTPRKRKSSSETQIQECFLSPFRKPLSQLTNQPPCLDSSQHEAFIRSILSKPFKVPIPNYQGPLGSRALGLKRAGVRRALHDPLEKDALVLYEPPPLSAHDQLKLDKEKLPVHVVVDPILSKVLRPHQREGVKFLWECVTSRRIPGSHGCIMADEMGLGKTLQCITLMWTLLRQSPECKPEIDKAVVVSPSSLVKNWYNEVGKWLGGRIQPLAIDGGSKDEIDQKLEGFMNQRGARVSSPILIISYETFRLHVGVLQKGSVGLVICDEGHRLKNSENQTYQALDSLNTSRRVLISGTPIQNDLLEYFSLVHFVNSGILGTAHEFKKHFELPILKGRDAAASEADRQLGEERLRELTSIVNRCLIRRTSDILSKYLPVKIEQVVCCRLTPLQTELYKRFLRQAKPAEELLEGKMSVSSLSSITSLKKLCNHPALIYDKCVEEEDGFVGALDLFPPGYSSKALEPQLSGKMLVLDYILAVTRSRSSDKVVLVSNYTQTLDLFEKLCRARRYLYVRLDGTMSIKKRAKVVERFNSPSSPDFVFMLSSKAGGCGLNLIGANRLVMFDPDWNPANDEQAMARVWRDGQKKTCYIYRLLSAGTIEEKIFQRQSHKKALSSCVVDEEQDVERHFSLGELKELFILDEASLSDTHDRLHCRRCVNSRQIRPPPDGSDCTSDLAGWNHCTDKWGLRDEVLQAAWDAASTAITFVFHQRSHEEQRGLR
Numbers without * were called inactive. A portion of the library, so the mix of outcomes need not match the whole.

SMILES | RAD54 branch
CN([C@@H](Cc1ccc(OS(=O)(=O)c2cccc3cnccc23)cc1)C(=O)N1CCN(c2ccccc2)CC1)S(=O)(=O)c1cccc2cnccc12 | 6
COc1ccc(NC(=O)CSc2ncccc2C(=O)OC(C)C)cc1OC | 4
O=C(Cc1cccs1)N/N=C/C(Br)=C/c1ccccc1 | 4
CCn1c(=O)c(NC(=O)c2ccccc2)c2n(c1=S)CCCCC2 | 3
Cc1ccccc1NC(=O)C1CC(Cl)=CCC1C(=O)O (configuration not stated) | 1
O=C(CN1CCC(n2nnc3cc(C(F)(F)F)ccc32)CC1)Nc1ccc2c(c1)OCCO2 | -2
Cc1ncc(S(=O)(=O)c2ccccc2)c(-c2ccc(Cl)cc2Cl)n1 | -2
Cc1ccc(S(=O)(=O)C2CCOC2=O)cc1 (configuration not stated) | 1
Cc1ccc(C2CC(=O)N3CN(c4ccc(Br)cc4)CSC3=C2C#N)o1 (configuration not stated) | 1
N#Cc1c(-c2ccc(Br)cc2)nc2n(c1=O)CCCS2 | 2
CC(C)(C)NC(=O)C(c1ccncc1)N(C(=O)c1csnn1)C1CC1 (configuration not stated) | 2
C/C(=C\C(=O)c1ccc(Br)cc1)Nc1cccc(Cl)c1 | 0
COCc1nnc(NC(=O)c2cccs2)s1 | -8
COc1cccc(C2=N/C(=C\N(C)C)C(=O)O2)c1 | 1
CC(NC(=O)c1nn(C)c(=O)c2ccccc12)c1ccc(F)cc1 (configuration not stated) | -5
Oc1cccc(-c2nc3ccccc3s2)c1 | -1
CCCCn1c(N(CCOC(C)=O)C(C)=O)nc2ccccc21 | -2
COC(=O)c1ccc(N2C(=O)CC(N3CCN(C(=O)c4ccco4)CC3)C2=O)cc1 (configuration not stated) | -8
COc1ccc(C(=O)Nn2c(SCC(=O)NC3CCCCC3)nc3ccccc3c2=O)cc1 | -2
COc1ccc(-n2cccc2C=O)cc1OC | 1
O=C(Cn1cnc2ccccc2c1=O)N1CCN(Cc2ccc3c(c2)OCO3)CC1 | -3
CC(=O)Nc1ccc2c(c1)nc(CN1CCCC1)n2C | 2
Cc1cc(C)n2c(SCc3ccc(Cl)cc3Cl)nnc2n1 | -6
CSc1cccc(NC(=O)CSc2ccc(C)cc2)c1 | -2
COc1ccc2[nH]c(=O)c(CN(Cc3cccnc3)C(=O)Nc3ccccc3)cc2c1 | -6
Following part.
SMILES | RAD54 branch
CCNc1nc(NC(C)C)nc(SCCOc2ccc(C)cc2)n1 | -6
COc1ccccc1-c1noc(-c2ccccc2C(=O)N2CCOCC2)n1 | -3
Cc1cccn2cc(CNc3ccccc3)nc12 | -2
CCOC(=O)Cc1csc(NC(=O)CSc2nnc(-n3nc(C)cc3C)c3ccccc23)n1 | -2
CC1(C)OC(=O)C(=CNC(CCC(N)=O)C(=O)O)C(=O)O1 (configuration not stated) | -5
O=C(NC(=S)Nc1ccccc1N1CCCC1)c1ccc(-c2cccc([N+](=O)[O-])c2)o1 | -2
Cc1nn(CC(=O)Nc2ccc(C(=O)N3CCCC3)cc2)c(=O)c2ccccc12 | -5
CCN(Cc1cc2cc(C)ccc2[nH]c1=O)C(=O)c1cccc(OC)c1 | -1
COc1ccc(C(C(=O)NCc2ccccc2)N(Cc2ccc3c(c2)OCO3)C(=O)c2cnccn2)cc1 (configuration not stated) | 3
CCOC(=O)c1ccc(NC(=O)CSc2nnc(C3CC3)n2CC)cc1 | -15
COc1ccc(CNC(=O)c2cnccn2)cc1 | 9
Cc1cc(N2CCCCCC2)nc2ccccc12 | 21
COc1cc2c(C(=O)NCc3ccccn3)cn(C)c(=O)c2cc1OC | 2
CC(C)(C)NC(=O)CSc1nncn1NCc1cccc2ccccc12 | -1
Cc1ccc(-n2c(N)c(C(=O)N3CCCCC3)sc2=S)cc1 | 2
O=C(CSc1nnnn1C1CCCCC1)NCc1ccccc1 | -6
CCc1noc(C)c1C(=O)Nc1sc(C(=O)N(C)C)c(C)c1C(=O)OC | 0
O=C(NCc1ccccc1)N(Cc1cc2cc3c(cc2[nH]c1=O)OCCO3)CC1CCCO1 (configuration not stated) | 0
COc1ccc(OC)c(NC(=O)CCn2cccc2)c1 | -10
Cc1sc(NC(=O)CSc2nnc(-c3ccc(F)cc3)o2)c(C#N)c1C | 4
Cc1nc2ccc(S(=O)(=O)NCC(=O)N3CCCC(C)C3)cc2s1 (configuration not stated) | 9
Cc1ccc2c(N)c(C(=O)N(c3ccccc3)c3ccccc3)sc2n1 | -2
CCOC(=O)c1nn(-c2ccc(OCC)cc2)c2nc(CC(C)C)c(C#N)c(=O)n12 | 5
C[C@H](NC(=O)OC(C)(C)C)c1nnc(SCC(=O)c2ccc(Cl)cc2)o1 | -6
CCCC(=O)NC(=S)Nc1ccccc1F | 1

A different layout for 25 compounds above.
molecule	RAD54 branch
CN([C@@H](Cc1ccc(OS(=O)(=O)c2cccc3cnccc23)cc1)C(=O)N1CCN(c2ccccc2)CC1)S(=O)(=O)c1cccc2cnccc12	6
COc1ccc(NC(=O)CSc2ncccc2C(=O)OC(C)C)cc1OC	4
O=C(Cc1cccs1)N/N=C/C(Br)=C/c1ccccc1	4
CCn1c(=O)c(NC(=O)c2ccccc2)c2n(c1=S)CCCCC2	3
Cc1ccccc1NC(=O)C1CC(Cl)=CCC1C(=O)O (configuration not stated)	1
O=C(CN1CCC(n2nnc3cc(C(F)(F)F)ccc32)CC1)Nc1ccc2c(c1)OCCO2	-2
Cc1ncc(S(=O)(=O)c2ccccc2)c(-c2ccc(Cl)cc2Cl)n1	-2
Cc1ccc(S(=O)(=O)C2CCOC2=O)cc1 (configuration not stated)	1
Cc1ccc(C2CC(=O)N3CN(c4ccc(Br)cc4)CSC3=C2C#N)o1 (configuration not stated)	1
N#Cc1c(-c2ccc(Br)cc2)nc2n(c1=O)CCCS2	2
CC(C)(C)NC(=O)C(c1ccncc1)N(C(=O)c1csnn1)C1CC1 (configuration not stated)	2
C/C(=C\C(=O)c1ccc(Br)cc1)Nc1cccc(Cl)c1	0
COCc1nnc(NC(=O)c2cccs2)s1	-8
COc1cccc(C2=N/C(=C\N(C)C)C(=O)O2)c1	1
CC(NC(=O)c1nn(C)c(=O)c2ccccc12)c1ccc(F)cc1 (configuration not stated)	-5
Oc1cccc(-c2nc3ccccc3s2)c1	-1
CCCCn1c(N(CCOC(C)=O)C(C)=O)nc2ccccc21	-2
COC(=O)c1ccc(N2C(=O)CC(N3CCN(C(=O)c4ccco4)CC3)C2=O)cc1 (configuration not stated)	-8
COc1ccc(C(=O)Nn2c(SCC(=O)NC3CCCCC3)nc3ccccc3c2=O)cc1	-2
COc1ccc(-n2cccc2C=O)cc1OC	1
O=C(Cn1cnc2ccccc2c1=O)N1CCN(Cc2ccc3c(c2)OCO3)CC1	-3
CC(=O)Nc1ccc2c(c1)nc(CN1CCCC1)n2C	2
Cc1cc(C)n2c(SCc3ccc(Cl)cc3Cl)nnc2n1	-6
CSc1cccc(NC(=O)CSc2ccc(C)cc2)c1	-2
COc1ccc2[nH]c(=O)c(CN(Cc3cccnc3)C(=O)Nc3ccccc3)cc2c1	-6

Next compounds:
SMILES | RAD54 branch
COc1ccc2cc(CCNC(=O)CC(C)(C)C)c(=O)[nH]c2c1 | -12
COc1ccc(CC(=O)NC(c2ccccc2)c2ccccc2)cc1S(=O)(=O)N1CCOCC1 | 5
CCCC(=O)N(C)c1nnc(-c2ccc(OC)cc2)s1 | 2
COc1ccc(-c2nnc(SCC(=O)NCCc3ccccc3)o2)cc1 | -9
CCOC(=O)c1oc2cc(O)cc(C)c2c(=O)c1-c1cscn1 | 4
Cc1oc(-c2ccccc2)cc1C(=O)Nc1ccccc1 | 2
CCOC(=O)c1ccc(NS(=O)(=O)c2ccc3[nH]c(=O)[nH]c3c2)cc1 | 5
CC1CCN(S(=O)(=O)c2ccc3ncn(CC(=O)N(C)Cc4ccccc4)c(=O)c3c2)CC1 | -5
CCOC(=O)C(C(=O)Nc1nccs1)C1CCCCC1 (configuration not stated) | -15
Nc1nc2nonc2nc1N1CCCCC1 | -6
Cc1cccc(N=C2NC(=O)CS2)c1 | 4
O=C(CNC(=O)c1ccccc1)NCCc1nc2ccccc2[nH]1 | -3
COc1ccc(CCNC(=O)c2cc(-c3ccc(C)cc3O)n[nH]2)cc1OC | -5
COC(=O)c1sc(S(=O)(=O)N2CCN(c3ccccc3)CC2)c(C(=O)OC)c1C | 15
CC1CCN(CCNC(=O)CCS(=O)(=O)c2ccc(Br)cc2)CC1 | 0
Clc1ccc2oc(-c3cccnc3NCc3ccccc3)nc2c1 | -3
O=S(=O)(c1ccccc1)N(CC(O)CN1CCCCC1)c1ccccc1 (configuration not stated) | 11
Cn1c2ccccc2c(=O)c2c(=O)n(C3CCCCC3)c(-c3cccs3)nc21 | 8
O=C(O)C(c1ccccc1)N1CCCC1 (configuration not stated) | -11
O=C(C1CCCN(S(=O)(=O)c2cccc3nonc23)C1)N1CCN(c2cccc(Cl)c2)CC1 (configuration not stated) | -2
CN(CCNC(=O)C1CCN(S(=O)(=O)c2cnc[nH]2)CC1)Cc1ccccc1 | -15
CCOP(=O)(c1ccc(N(C)C)cc1)C(O)c1ccccc1 (configuration not stated) | -5
O=C(NCCC1=CCCCC1)C1CCN(S(=O)(=O)c2ccc(-n3cnnn3)cc2)CC1 | 4
Cc1cnc(C(=O)Nc2ccc(-n3cnnn3)cc2)cn1 | -6
O=C(CN1C(=O)CCS(=O)(=O)c2ccccc21)NCc1ccc(F)cc1 | -6
The listing continues:
SMILES | RAD54 branch
Cc1cc(C)nc(SCC(=O)N/N=C/c2cccn2-c2cccc(C(F)(F)F)c2)n1 | -1
CCOc1ccc(NC(=O)c2nnn(CC(=O)Nc3ccccc3OC)c2N)cc1 | -3
CCCn1nnc(NC(=O)Cc2ccccc2)n1 | 0
COc1cnc(-c2ccccn2)nc1Oc1ccc(Cl)cc1 | -5
O=C1CCCC(O)=C1C=NCCc1ccccc1 | -9
Cc1ccnc(N/N=C/c2ccco2)n1 | -2
C=C(C)Cn1c(CCNC(=O)C(C)C)nc2ccccc21 | -11
O=[N+]([O-])c1ccc(N2CCCCC2)c(Cl)c1N1CCCCC1 | 0
CC(C)C(=O)Nc1cccc(C(=O)Nc2nnc(C(C)(C)C)s2)c1 | 21
COc1ccc(N=Cc2c[nH][nH]c2=O)cc1 | -3
COCCn1nnnc1C(c1ccc(OC)cc1OC)N1CCN(c2ccccc2)CC1 (configuration not stated) | -11
COc1ccccc1OCC(=O)NNC(=S)NC(=O)c1ccco1 | -2
COc1ccc2oc(C(F)(F)C(F)(F)F)cc(=O)c2c1 | 3
O=C(CCC(=O)Nc1nnc(C2CCCCC2)s1)NCc1cccs1 | -24
CCc1ccc2[nH]c(=O)c(C(c3nnnn3CCOC)N3CCN(c4ccccc4F)CC3)cc2c1 (configuration not stated) | 6
CC1(C)CC(CC(=O)O)(c2ccccc2)CCO1 (configuration not stated) | -7
CC1(C)CC(=O)C=C(Nc2ccccc2F)C1 | 4
COc1ccc(/C(C)=N/NC(=O)c2ccc(N(C)C)cc2)cc1 | 7
COC(=O)c1cc(NC(=O)c2cc(C)oc2C)cc(C(=O)OC)c1 | -20
COc1ccc(CC(NC(C)=O)C(=O)NC2CCN(c3nc(C)cc(C)c3C#N)CC2)c(OC)c1 (configuration not stated) | 8
CC1(C)CC(=O)C=C(N=CC2=C(O)CC(C)(C)CC2=O)C1 | -10
Cc1cc(Cl)c(S(=O)(=O)N2CCN(c3ccccc3)CC2)cc1OCC(N)=O | -13
O=C(CN1CCCC1)Nc1ccccc1Cl | 3
O=C(COC(=O)c1cc([N+](=O)[O-])ccc1NCc1ccccc1)NC1CCCc2ccccc21 (configuration not stated) | 7
Cc1cc(C)nc(NC(=O)c2c(-c3ccccc3Cl)noc2C)n1 | -1
Next part
SMILES | RAD54 branch
CCCc1nc2scc(-c3ccc(C)cc3)c2c(=O)n1N | 2
Cc1cc(Nc2ncc(Cl)cc2Cl)n[nH]1 | -7
COc1ccc2[nH]cc(CCN3C(=O)CCC3=O)c2c1 | -4
Cc1ccc(C(C(=O)NC2CCCCC2)N(C(=O)c2csnn2)C2CC2)o1 (configuration not stated) | -9
COCCn1nnnc1C(c1ccc2ncccc2c1)N1CCN(c2ccccc2F)CC1 (configuration not stated) | 9
N#C/C(=C/N1CCOCC1)c1ccccc1 | -8
CCOC(=O)c1c(C)cccc1OCC(N)=O | -7
COc1ccc(-c2noc(Cc3ccccc3OC)n2)cc1 | -4
CCOC(=O)Nc1cc(C)c(Cl)cc1OC | -3
O=C(COc1ccccc1-c1ccccc1)Nc1ccc(S(=O)(=O)NCc2ccco2)cc1 | -5
CN(C)Cc1c(O)ccc2oc(Cc3ccccc3)cc12 | -1
CCOc1ccc(-n2c(SCC(=O)Nc3ccc(OC)cc3OC)nc3c(c2=O)SCC3)cc1 | -30
O=C(c1ccccc1)N1CCn2c(nc3ccccc32)C1 | 1
COc1ccc(S(=O)(=O)N2N=C(C)Oc3ccccc3C2=O)cc1 | -3
Cn1c(CNc2nc(-c3ccccc3)cs2)nnc1SCC(=O)N1CCc2ccccc21 | -2
CCCn1c(SCC(=O)Nc2ccccc2C(=O)OC)nc2c1c(=O)n(C)c(=O)n2C | -2
Cc1ccc(-c2nnn(CC(=O)N(Cc3ccco3)C(C(=O)NC(C)(C)C)c3cccs3)n2)o1 (configuration not stated) | -9
COc1cc(CNCCC2CCOC(C)(C)C2)ccc1O (configuration not stated) | 2
O=S(=O)(N/N=C\c1c(F)cccc1Cl)c1ccc(Cl)cc1 | -12
CC1(C)Oc2nc3ccccc3n2/C1=C\C#N | 1
CCOC(=O)c1c(NC(=O)c2cccs2)sc2c1CCN(C(=O)OCC)C2 | 1
O=C(Nc1ccc(N2C(=O)C3C4C=CC(C4)C3C2=O)cc1)Nc1cccnc1 (configuration not stated) | 4
CC(=O)NC(CCS(C)(=O)=O)C(=O)Nc1nc(C)cs1 (configuration not stated) | 3
COc1ccc(/C=C/C(=O)NCc2c(C)nn(C)c2C)cc1COc1ccc(Br)cc1 | -24
COc1ccc(CN2CC(C(=O)NCCc3ccc(C)cc3)CC2=O)cc1 (configuration not stated) | 9
CCC1SC2=NC(C)=C(C(=O)OC)C(c3ccc(C(=O)OC)cc3)N2C1=O (configuration not stated) | 8
Cc1cc(C)c(NC(=O)c2cccc3c2C(=O)N(C2CCCCC2)C3)c(C)c1 | -12
CC(=O)Nc1ccc(S(=O)(=O)N2C3CCCC2CC(NC(=O)C2CCCCC2)C3)cc1 (configuration not stated) | -2
